Tb PYK inh = qHTS of Trypanosoma Brucei Inhibitors; pyruvate kinase (Trypanosoma brucei), Q57TT1; TbPYK enzyme, Kinase-Glo Plus ATP luminescence, 45 min; Potency, µM (top dose mostly 76.8 µM), for the others: top-dose activity, negative = inhibition, most hits filed as inhibitors; 410,000 compounds, 0.12% hits; also: potency is read from the fitted curve at half-maximal effect; % is scaled to controls: 0 for no effect and ±100 for the full control effect; nearly all actives have a fitted effect of over 50% in size
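Readout: single end-point luminescence (Kinase-Glo Plus, 10 min). Reaction conditions were TbPYK/substrate plus 130 uM ADP, 45 min at RT, pH 7.2 TEA buffer. No-enzyme wells served as controls, and data were normalized before concentration-response fitting.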
Pf growth 96h = Primary qHTS for delayed death inhibitors of the malarial parasite plastid, 96 hour incubation; 320,000 compounds, 6.9% hits; Potency, µM (top dose mostly 28.7 µM), for inactives: at the highest dose activity change, negative = inhibition, most hits filed as inhibitors; AID 504834, 2011; P. falciparum luciferase reporter growth, 96 h; also: potency is read from the fitted curve at half-maximal effect; % is scaled to controls: 0 for no effect and ±100 for the full control effect
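Erythrocytes infected with luciferase-expressing P. falciparum were dispensed at 2% hematocrit and 0.05% parasitemia (final), then incubated with compounds 96 hours at 37 C in 5% CO2. Luminescence after detection reagent addition reported growth.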
AMA1-RON2 inh = qHTS for Inhibitors of AMA1-RON; Towards Development of Antimalarial Drug Lead: Primary Screen; Plasmodium falciparum AMA1 (3D7) - RON2 peptide interaction; AlphaScreen AMA1-biotinylated RON2 peptide binding; Potency, µM (doses to about 58.2 µM), without a hit: at the highest dose activity change, negative = inhibition, hits mostly inhibitors; 360,000 compounds, 0.2% hits; AID 720542, 2013;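 also: potency is read from the fitted curve at half-maximal effect; 0% = vehicle wells and -100% = peptide control; nearly all actives have a fitted effect of over 45% in size; some results filed as inactive show a strong effect at the top dose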
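AMA1 (3D7) with his tag at 25 nM final met compounds first, then biotinylated RON2 peptide at 25 nM; detection used donor plus acceptor beads, 10 µg/mL apiece, read by AlphaScreen after 30 min at room temperature.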
Cycloheximide cs = Cycloheximide Counterscreen for Small Molecule Inhibitors of Shiga Toxin; cell reporter, cycloheximide protein synthesis inhibition counterscreen; 300,000 compounds, 12% hits; AID 2314, 2010; max response, %; in the data active = max response mostly above about 13%, no sharp cut-off; inactive = mostly below about 14%; also: read at 38.3 µM for the half of the compounds with a filed dose; 0% is about no effect
Pf growth 48h = Primary qHTS for delayed death inhibitors of the malarial parasite plastid, 48 hour incubation; P. falciparum luciferase growth in erythrocytes, 48 h; Potency, µM (series often up to 28.7 µM), for inactives: at the highest dose activity change, negative = inhibition, usual class: inhibitors; 310,000 compounds, 5.9% hits; AID 504832, 2011; also: potency is read from the fitted curve at half-maximal effect; % is scaled to controls: 0 for no effect and ±100 for the full control effect
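Luciferase-expressing P. falciparum in infected erythrocytes (2% hematocrit, 0.1% parasitemia final) in RPMI 1640/0.5% Albumax were exposed to compound for 48 hours at 37 C, 5% CO2; growth read as luminescence.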
Shiga toxin inh = A qHTS for Small Molecule Inhibitors of Shiga Toxin; Vero cells, Shiga toxin protein synthesis inhibition reporter; inhibition, % at 38.7 µM; 290,000 compounds, 9.2% hits; in the data active = inhibition mostly above about 28%, no sharp cut-off; inactive = mostly below about 43%; also: 0% is about no effect
LmPK inhibitor = qHTS Assay for Inhibitors of Leishmania Mexicana Pyruvate Kinase (LmPK) | Q27686 | purified LmPK, Kinase-Glo ATP luminescence, 1 h | Potency, µM (series often up to 57.5 µM), for inactives: top-dose activity change, negative = inhibition, usual class: inhibitors | 290,000 compounds, 0.37% hits | AID 1721, 2009; also: potency is read from the fitted curve at half-maximal effect; % is scaled to controls: 0 for no effect and ±100 for the full control effect
Target sequence (Q27686 whole entry, looked up): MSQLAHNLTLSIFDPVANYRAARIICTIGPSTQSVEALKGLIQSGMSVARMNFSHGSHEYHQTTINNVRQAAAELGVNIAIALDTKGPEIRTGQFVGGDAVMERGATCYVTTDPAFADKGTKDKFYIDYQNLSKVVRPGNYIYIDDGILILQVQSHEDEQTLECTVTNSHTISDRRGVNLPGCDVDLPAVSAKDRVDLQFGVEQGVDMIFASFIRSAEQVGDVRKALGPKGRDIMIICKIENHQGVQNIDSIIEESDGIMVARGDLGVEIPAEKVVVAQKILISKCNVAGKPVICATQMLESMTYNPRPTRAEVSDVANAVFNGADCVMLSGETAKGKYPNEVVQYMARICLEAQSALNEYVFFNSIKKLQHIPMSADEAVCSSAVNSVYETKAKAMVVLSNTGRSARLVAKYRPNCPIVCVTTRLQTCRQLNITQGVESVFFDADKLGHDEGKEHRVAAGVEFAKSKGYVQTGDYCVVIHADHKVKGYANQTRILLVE
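Pyruvate kinase activity monitored as ATP production (luciferase luminescence). Conditions: 0.1 nM enzyme, 0.5 mM PEP, 0.1 mM ADP, 1 h, RT; normalized against uninhibited and no-enzyme wells.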
Starred values were filed as active, the others as inactive; i = inactive; ? = inconclusive; nt = not tested or not shown; & = joins results of further samples; [ ] = another dose, or the depositor's remark. Unless noted, calls follow the shape of the dose curve; as a rule, active = well fitted curve in the direction sought with a large enough effect; inconclusive = small, poorly fitted or top-dose-only effect, or another doubt; inactive = no such curve, though single readings can be large; an effect the other way counts as inactive or inconclusive.

SMILES	Tb PYK inh	Pf growth 96h	AMA1-RON2 inh	Cycloheximide cs	Pf growth 48h	Shiga toxin inh	LmPK inhibitor
NS(=O)(=O)c1cccc(NC(=S)NC(=O)c2cccc([N+](=O)[O-])c2)c1	0%	5%	60%[activator]	2	27%	1	0%
CN(CC(=O)Nc1ccccc1Br)C(=O)CNC(=O)c1cccs1	1%	-18%	4%	nt	?	nt	nt
O=C(Cn1cc(C(=O)C2CCCCC2)c2ccccc21)NCC1CCCO1 (centres undefined)	-5%	9%	21%	1	?	-11	-1%
CCN(CC(=O)Nc1ccc2c(c1)OCCO2)S(=O)(=O)c1ccc(F)cc1	-1%	-24%	0%	-4	1%	18	6%
CCOCCCNCc1cc(Br)ccc1OCc1ccccc1	1%	?	13%	-4	10µM*	6	0%
NC(=S)N/N=C/c1ccccc1OCc1cccc(Cl)c1	-3%	9.3µM*	0%	-2	13µM*	16	-1%
Cc1ccc(NC(=S)N(Cc2cccs2)Cc2cc3cccc(C)c3[nH]c2=O)cc1	-5%	7.4µM*	9%[2.32 µM]	-1	-28%	-7	2%
CC1CC(=O)C2=C(C1)Nc1ncnn1C2c1ccccc1 (centres undefined)	1%	nt	0%	-5	-2%	-4	7%
CS(=O)(=O)Nc1ccccc1C(=O)NCc1ccccc1Cl	-1%	16%	5%	-2	7%[5.75 µM]	-4	0%
O=C(Nc1ccc(NC(=O)c2cccnc2Cl)cc1)c1cccc(Cl)c1	-3%	7%	-10%	21	15%	40*	11%

Limited to Pf growth 96h, Shiga toxin inh and Pf growth 48h, for some of the entries so far:
SMILES,Pf growth 96h,Shiga toxin inh,Pf growth 48h
NS(=O)(=O)c1cccc(NC(=S)NC(=O)c2cccc([N+](=O)[O-])c2)c1,5%,1,27%
CN(CC(=O)Nc1ccccc1Br)C(=O)CNC(=O)c1cccs1,-18%,nt,?

Later entries:
SMILES	Tb PYK inh	Pf growth 96h	AMA1-RON2 inh	Cycloheximide cs	Pf growth 48h	Shiga toxin inh	LmPK inhibitor
Cc1cc(C(=O)Nc2c(F)cc(F)cc2Br)c(C)o1	-8%	nt	-17%	-1	5%	-16	-3%
O=C(c1cccc(F)c1)N1CCN(c2ccc([N+](=O)[O-])c3cccnc23)CC1	2%	?	-18%	-6	-15%	11	-1%
COc1ccc(-c2nc(CN3CCN(Cc4cccc(Cl)c4)CC3)c(C)o2)cc1	3%	37%[activator]	-16%	1	-20%	nt	7%
COC(=O)C1=C(C)NC(=O)CC1c1ccc(C(=O)OC)cc1 (centres undefined)	4%	14%	5%	-4	3%	-6	1%
Cc1ccc(-c2ccc(/C=N/NC(=O)CN3CCOCC3)o2)cc1[N+](=O)[O-]	-5%	0%	-13%	12	-12%	-5	-6%
O=C(CNc1ccc(Br)cc1)Nc1cccc(S(=O)(=O)N2CCCC2)c1	-1%	-51%	-3%	nt	-85%	nt	nt
O=C(O)c1cn(-c2ccc(F)c(F)c2)c2c(F)c(F)c(F)c(F)c2c1=O	-11%	15%	-1%	-2	1%	-15	-1%
CC(C)Cn1c(N)c(C(=O)COC(=O)c2ccc(F)cc2)c(=O)n(C)c1=O	-2%	3%	13%	8	-4%	-19	0%
CNC(=O)CSc1nc2ccccc2c(=O)n1-c1cc(OC)ccc1OC	1%	-28%	-6%	-3	?	3	3%
COc1cc(OC)c(OC)cc1/C=N/NC(=O)c1ccc(=O)n(C)c1	-3%	35%[activator]	17%	-4	?	-5	-3%
COc1cccc(-c2nc(-c3ccc(Br)o3)no2)c1	2%&-5%	i	4%	54*	-87%	108*	-13%
Cc1ccc(C2CC(c3ccccc3OC(F)F)Nc3ncnn32)cc1 (centres undefined)	-6%	nt	-8%	-1	12µM*	-11	-4%
CCC(Oc1ccccc1)C(=O)N(Cc1ccccc1)c1ccccn1 (centres undefined)	3%	24%	-18%	-2	-11%	-9	4%
CC(=O)N1CCc2cc(NC(=O)c3ccc(C)cc3)ccc21	1%	nt	1%	34*	14%	47*	-6%
Cc1nc(CC(=O)O)c(-c2ccccc2)s1	4%	nt	-3%	-4	-9%	-5	-15%
Cc1cc(C(=O)N/N=C/c2cccs2)no1	3%	20%	11%	40*	29%	58*	0%
CCCCN1C(=O)N(C)C2NC(=S)NC21 (centres undefined)	5%	21%	5%	-2	3%	12	5%
CCC(Oc1ccccc1)C(=O)NCCOC (centres undefined)	5%	18%	4%[2.32 µM]	-1	-10%	-6	-2%
CCOC(=O)C1=C(C)Nc2nc3ccccc3n2C1c1ccccc1 (centres undefined)	3%	?	-2%	-4	nt	28	2%
COc1cc(-c2nnc(NC(=O)CS(=O)(=O)c3ccc(C)cc3)o2)cc(OC)c1OC	2%	-14%	39%[activator]	nt	?	nt	nt
O=C(CSc1nnc(NC(=O)C2CC2)s1)NCc1ccccc1Cl	1%	-24%	3%	-1	-7%	-2	-8%
CN1CCC(N(C)S(=O)(=O)c2ccc(NC(=O)COc3cccc(C(F)(F)F)c3)cc2)CC1	-8%	13µM*	47%[activator]	nt	?	nt	nt
Cc1ccc(CNC(=O)C2CC(c3ccc(C(F)(F)F)cc3)=NO2)o1 (centres undefined)	-2%	62%[activator]	-2%	-3	45%[activator]	-2	0%
c1ccc(-c2cn(CC3CCCCC3)nn2)cc1	6%	182%[activator]	7%	37*	31%[activator]	45*	-8%
O=c1[nH]c(C2CCCN(S(=O)(=O)c3ccccc3)C2)nc2c1nnn2Cc1ccccc1Br (centres undefined)	2%&-1%	?	-2%	1	?	-11	2%
Cc1nc(SCC(=O)c2ccccc2)n[nH]1	6%	31%[activator]	-5%	63	44%[activator]	15	9%
Cc1cccc(/C=C2\CS/C(=C\c3cccc(C)c3)C2=O)c1	-1%	nt	-18%	3	-3%	-15	8%
O=C(N/N=C\c1cn(-c2ccccc2)nc1-c1ccccc1)c1ccc2c(c1)OCO2	0%	12µM*	-7%	16*	?	23	-3%
Cc1cccc(NCc2ccc(O)c3ncccc23)c1C	-17%	23%	-82%	1	-18%	1	21%
Cc1n[nH]c(C)c1CCc1nc2c3ccccc3nc(SCC(N)=O)n2n1	-4%	?	5%	3	49%[activator]	4	-2%
Cn1c(=O)c2c(nc(N3CCN(c4ccccn4)CC3)n2Cc2ccc(Cl)cc2Cl)n(C)c1=O	5%	4%	15%	-4	6%	3	0%
CC(=O)N(C1=C(Cl)C(=O)c2ccccc2C1=O)c1ccc(C(=O)O)cc1	?	10%	-9%	-2	34%[activator]	-7	4.5µM*
COC(=O)c1ccc(CSc2ccc(S(=O)(=O)N3CCCCC3)cn2)cc1	2%	?	18%	nt	-18%	nt	nt
Cc1nn(-c2ccccc2)c(C)c1NC(=O)c1cccs1	-1%	?	4%	-2	nt	6	3%
Cc1cc(Nc2ccc(F)c(F)c2)nc(-c2ccccc2O)n1	7%	?	0%	-3	?	-7	2%
FC(F)(F)c1nnc2n1N=C(c1ccccc1)CS2	-8%	34%[activator]	-9%	-5	0%[0.00184 µM]	-2	-2%
Cc1ccc(NC(=O)C2=COCCO2)cc1S(=O)(=O)N1CCOCC1	1%	-8%	0%	nt	?	nt	nt
S=C(Nc1ccc(Oc2ccccc2)cc1)NC1CCCCC1	-4%	9%	51%[activator]	17	0%	9	2%
CC1=C(C(=O)N2CCOCC2)C(c2ccc(Cl)cc2)NC(=S)N1 (centres undefined)	-9%	-11%	0%	0	-7%	1	0%
COCCCn1c(C)nnc1SCC(=O)NCc1ccco1	-13%	13%	-11%	-2	5%	-1	-1%
CCCCC1=CC2=C(c3ccco3)C(=O)C(C)(OC(=O)c3ccc(OC)cc3)C(=O)C2=CN1c1ccccc1 (centres undefined)	7%	16%	-18%	-5	?	11	-6%[11.5 µM]
COc1ccc(C(=O)NCCCOC(C)C)cc1OC1CCN(C(C)=O)CC1	-1%	-18%	1%	36*	-3%	96*	-2%
CCN(CC)c1ccc(NC(=O)CN2C(=O)NC3(CCc4ccccc43)C2=O)cc1 (centres undefined)	-33%	30%	-19%	nt	-23%	nt	nt
Cc1ccc(NC(=O)NC2CCCCC2)cc1S(=O)(=O)N1CCOCC1	-3%	-14%	-1%	-2	-7%	22	2%
O=C(COC(=O)c1cccnc1Cl)Nc1cc(S(=O)(=O)N2CCOCC2)ccc1Cl	1%	-6%	-6%	nt	9%	nt	nt
O=C(Nc1ccccn1)C1CCCN1S(=O)(=O)c1ccc(Cl)cc1 (centres undefined)	-4%	?	-3%	6	-14%	23	-2%
O=C(Nc1ncccc1O)c1cccc(S(=O)(=O)NCc2ccccc2)c1	-3%	-15%	35%[activator]	nt	10%	nt	nt
CC(=O)Nc1ccc(-c2ccc(NC(C)=O)cc2)cc1	3%	6%	-7%	33*	2%	60*	0%
COc1cccc(C(=S)N2CCOCC2)c1OS(=O)(=O)c1ccc(Cl)cc1	-12%	-4%	8%	-3	2%	-9	1%
O=C(/C=C/c1ccc[nH]1)c1ccccc1	-16%	90%[activator]	-6%	37*	102%[activator]	68*	-2%

Carrying on:
SMILES	Tb PYK inh	Pf growth 96h	AMA1-RON2 inh	Cycloheximide cs	Pf growth 48h	Shiga toxin inh	LmPK inhibitor
Cc1ncc([N+](=O)[O-])n1CC(=O)NC1CCCCCC1	-5%	4%	-9%	-3	7%	8	-1%
CC(C)C(=O)NC(c1ccc([N+](=O)[O-])cc1)c1c(O)ccc2ccccc12 (centres undefined)	-1%	2.6µM*	-7%	-2	1.9µM*	-8	1%
COc1ccccc1CNC(=O)CSc1nc(-c2ccccc2)cn1N	-4%	nt	-1%	6	0%	17	5%
COc1ccccc1-c1noc(-c2cc(OC)c(OC)c(OC)c2)n1	-17%	?	1%	-2	-26%	4	-2%
O=C(c1nnsc1S(=O)(=O)c1ccc(Cl)cc1)N1CCOCC1	2%	?	7%	28*	-54%	45*	11%
S=C(c1ccc(Br)cc1)N1CCCC1	-12%	4%	1%	-1	-4%	-3	0%
Cc1ccccc1CSCC(=O)Nc1ccccc1-c1ccccc1	-12%	29%	-6%	-1	?	-5	0%
Cn1c(-c2ccc(F)c(F)c2)cc2onc(-c3ccccc3)c2c1=O	-2%	174%[activator]	-1%	nt	-32%	nt	nt
COc1ccc(Cl)cc1S(=O)(=O)N(C)CC(=O)N1CCOCC1	3%	14%	11%	-5	-18%	-2	-3%
CCn1c(-c2cc(Br)cc(OC)c2O)nc2cc(S(=O)(=O)N(C)C)ccc21	-9%	12µM*	57%[activator]	2	?	34	-4%
CN1CCN(CC(=O)Nc2nc(-c3c[nH]c4ccccc34)cs2)CC1	-4%	?	-6%	22*	?	62*	9%

From PubChem BioAssay
